Compound activity: PubChem BioAssay, several laboratories
HTR5A ag = HTR5A agonism, opioid heterodimer counter-screen; 340,000 compounds, 0.61% hits; P47898; HTR5A agonist assay, luminescence, cell-based; activation, % at 9.3 µM; in the data active = activation mostly above about 9.5%, no sharp cut-off; inactive = mostly below about 7.6%;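 note: 0% = cells with vehicle only and 100% = reference agonist; strong numbers were not always called active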
Target sequence (P47898 whole entry, looked up): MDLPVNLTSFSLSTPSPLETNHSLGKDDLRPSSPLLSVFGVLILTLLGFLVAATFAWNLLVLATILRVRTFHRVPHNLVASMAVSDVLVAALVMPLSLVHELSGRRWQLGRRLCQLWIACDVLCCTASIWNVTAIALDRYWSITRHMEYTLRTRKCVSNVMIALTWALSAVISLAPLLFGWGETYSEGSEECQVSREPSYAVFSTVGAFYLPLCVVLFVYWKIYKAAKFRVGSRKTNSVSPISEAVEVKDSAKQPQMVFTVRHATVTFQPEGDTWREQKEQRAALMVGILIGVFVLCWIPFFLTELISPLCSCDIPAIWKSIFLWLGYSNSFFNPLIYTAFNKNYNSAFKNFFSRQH
V-ATPase pH = regulators of yeast V-ATPase proton transport | AID 504577 | S. cerevisiae, pHLuorin cytosolic pH fluorescence | 350,000 compounds, 0.37% hits | response, % at 10 µM; in the data active = response mostly above about 7.3%, no sharp cut-off; inactive = mostly below about 5.4%; note: actives read high; inactives centre near 0; some compounds called inactive have numbers as strong as hits; reference of the scale not given here
PKA-R2B activ = activators of human PKA-R2B complex | P22694+P31323 | PKA-R2B holoenzyme dissociation, Cy5-IP20 fluorescence polarization; R2B truncated from residue 108, S112A mutant; 0% DMSO only, 100% 113 µM cGMP | activation, % at 11.4 µM | 340,000 compounds, 0.079% hits | AID 504700;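 active = activation above a cutoff set at the mean over all compounds plus 3 SD, cut at about 18% in these data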;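 note: higher means more holoenzyme dissociation and a rise in polarization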
Arr AP2 block = inhibitors of human beta-arrestin and AP2 interaction; inhibition, % at 10 µM; FITC-arrestin peptide / GST-AP2 beads, flow cytometry; AP2 beta2 appendage carries R879A mutation; AID 504490; 340,000 compounds, 0.31% hits;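 active = inhibition above a set limit, near 3 SD of compounds lacking own fluorescence, cut at about 54% in these data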;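 note: plate controls were DMSO wells for no effect and 5 µM unlabelled arrestin peptide for full effect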
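Material – GST-tagged AP2 beta2-adaptin appendage (R879A) on 4 µm glutathione beads · Probe or stimulus – fluorescein-tagged arrestin peptide at 50 nM final · Timing – 12 min plus 1 h, RT · Detection – bead flow cytometry, FITC channel · Read-out basis – inhibition as reduced fluorescein signal on beads, percent · Medium – PBS plus Tween 20 (0.05%) and BSA (0.1%)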
DAGLB inhibitor = blocks human DAGLB lipase activity; Q8NCG7; inhibition, % at 5.17 µM; HEK293T DAGLB membrane lysate, EnzChek fluorogenic substrate; 340,000 compounds, 0.059% hits; in the data active = inhibition above about 34%;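 note: 0% = enzyme with vehicle and 100% = wells lacking enzyme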
Target sequence (Q8NCG7 whole entry, looked up): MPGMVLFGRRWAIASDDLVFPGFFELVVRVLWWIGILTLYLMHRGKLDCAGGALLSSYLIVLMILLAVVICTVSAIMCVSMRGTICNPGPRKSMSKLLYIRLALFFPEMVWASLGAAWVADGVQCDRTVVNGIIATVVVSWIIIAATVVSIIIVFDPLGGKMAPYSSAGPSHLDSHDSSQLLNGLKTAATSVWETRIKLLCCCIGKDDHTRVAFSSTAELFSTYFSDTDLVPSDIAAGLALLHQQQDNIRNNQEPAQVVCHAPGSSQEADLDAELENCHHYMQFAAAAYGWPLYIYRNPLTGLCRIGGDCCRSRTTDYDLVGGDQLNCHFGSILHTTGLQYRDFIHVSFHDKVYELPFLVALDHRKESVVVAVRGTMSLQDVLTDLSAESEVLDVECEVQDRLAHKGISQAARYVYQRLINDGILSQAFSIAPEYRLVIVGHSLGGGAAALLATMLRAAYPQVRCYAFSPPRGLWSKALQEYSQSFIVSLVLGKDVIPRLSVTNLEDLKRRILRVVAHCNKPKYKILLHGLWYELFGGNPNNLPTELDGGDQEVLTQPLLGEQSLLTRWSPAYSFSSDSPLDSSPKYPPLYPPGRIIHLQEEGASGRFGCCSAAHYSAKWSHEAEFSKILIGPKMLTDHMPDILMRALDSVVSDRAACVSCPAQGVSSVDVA
DSG3 Ab inh = inhibitors of pemphigus antibody binding to human desmoglein-3 | 310,000 compounds, 0.48% hits | DSG3-coupled beads, scFv-anti-DSG3-GFP binding, flow cytometry; hits give low values | binding (percent of control), % at 10 µM;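 active = binding more than 3 SD below its plate's average and above zero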;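 note: hits lower antibody fragment binding to DSG3; some compounds called inactive have numbers as strong as hits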
MOR-DOR ag = agonists of human mu-delta opioid receptor heterodimerization; activation, % at 9.3 µM; P35372+P41143; cells, OPRM1-OPRD1 heterodimerization, luminescence; AID 504326; 340,000 compounds, 0.3% hits; in the data active = activation above about 18%;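 note: 0% = vehicle-treated cells and 100% = reference agonist; values of inactives mirror those of a sister screen read the other way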
OPRM1-OPRD1 inv = inverse agonists of human mu-delta opioid receptor heterodimerization. 340,000 compounds, 0.21% hits. P35372+P41143. cell-based MOR-DOR heterodimer luminescence, inverse agonism. inhibition, % at 9.3 µM; in the data active = inhibition above about 22%, passing the limit was not always enough;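 note: 0% = cells with DMSO and 100% = wells without cells with DMSO; values of inactives mirror those of a sister screen read the other way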
PKA-R1A act = PKA-R1A complex activation; activation, % at 11.4 µM; 340,000 compounds, 0.083% hits; AID 504707; PKA-R1A dissociation, Cy5-IP20 fluorescence polarization; scaled: DMSO 0%, 113 µM cGMP 100%; P00514+P68181;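 active = percent activation above the mean of all tested compounds plus 3 SD, cut at about 19% in these data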;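 note: higher means more PKAc released from R1A so a rise in polarization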
HTR5A inv ctr = counter-screen for OPRM1-OPRD1 inverse agonists: human HTR5A inverse agonism; HTR5A cell line, luminescence; inhibition, % at 9.3 µM; 340,000 compounds, 0.083% hits; AID 504634; in the data active = inhibition mostly above about 23%, no sharp cut-off; inactive = mostly below about 18%;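 note: 0% = cells with DMSO and 100% = no-cell wells with DMSO; some compounds called inactive have numbers as strong as hits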
* marks the source's active call; other numbers are inactive results; / = not tested or not shown.

item | SMILES | HTR5A ag | V-ATPase pH | PKA-R2B activ | Arr AP2 block | DAGLB inhibitor
1 | CCN(CC)C(=O)c1cccc(NC(=O)C2CCN(C(=O)c3cccs3)CC2)c1 | -1 | 7 | 3 | -1 | 1
2 | COc1ccc(-c2cc(C(F)(F)F)n3nc(C(=O)N4CCN5CCCC5C4)cc3n2)cc1OC (configuration not stated) | 3 | 0 | -7 | 17 | 0
3 | CCSc1nc(O)c(CC)c(=O)n1C(C)CC (configuration not stated) | -2 | 2 | -11 | -3 | -2
4 | N#C/C(=N\Nc1ccccc1F)C(=N)N1CCCCC1 | 6 | 1 | 0 | 11 | 1
5 | CCc1cccc(C)c1NC(=S)N(CCN(C)C)C(C)c1cccnc1 (configuration not stated) | -3 | 10 | -11 | -5 | 0
6 | c1nc2sc3c(c2c2nnnn12)CCCC3 | -3 | 4 | 1 | 3 | 1
7 | COc1ccc(CC(=O)n2c(CC#N)nc3ccccc32)cc1OC | 0 | 1 | -7 | 24 | -2
8 | CN=c1scc(-c2cccs2)n1/N=C/c1ccc(O)c(O)c1O | 8 | -1 | 3 | 5 | 12
9 | O=C(CC1CCCCC1)c1c(O)c2ccccc2oc1=O | 3 | 2 | -8 | -8 | 3
10 | O=C(Cn1c(NCCCO)nc2ccccc21)c1cccc(Br)c1 | 6 | 4 | 10 | -1 | 0

item | DSG3 Ab inh | MOR-DOR ag | OPRM1-OPRD1 inv | PKA-R1A act | HTR5A inv ctr
1 | 123 | -0.7 | 4 | 0 | 5
2 | 109 | 0.4 | -3 | 17 | -9
3 | 99 | 3.0 | -16 | -4 | -2
4 | / | -0.1 | 1 | -1 | 22
5 | 116 | -0.3 | 1 | -2 | 8
6 | 102 | -1.4 | 8 | -2 | 11
7 | 106 | -1.7 | 9 | 6 | 0
8 | 72 | 14 | -69 | -7 | -8
9 | 102 | -0.3 | 2 | -6 | 4
10 | 103 | -1.3 | 7 | 5 | -20

Reformatted with each value named: part of the list above.
[2] COc1ccc(-c2cc(C(F)(F)F)n3nc(C(=O)N4CCN5CCCC5C4)cc3n2)cc1OC (configuration not stated)
  HTR5A ag = 3
  V-ATPase pH = 0
  PKA-R2B activ = -7
  Arr AP2 block = 17
  DAGLB inhibitor = 0
  DSG3 Ab inh = 109
  MOR-DOR ag = 0.4
  OPRM1-OPRD1 inv = -3
  PKA-R1A act = 17
  HTR5A inv ctr = -9
[1] CCN(CC)C(=O)c1cccc(NC(=O)C2CCN(C(=O)c3cccs3)CC2)c1
  HTR5A ag = -1
  V-ATPase pH = 7
  PKA-R2B activ = 3
  Arr AP2 block = -1
  DAGLB inhibitor = 1
  DSG3 Ab inh = 123
  MOR-DOR ag = -0.7
  OPRM1-OPRD1 inv = 4
  PKA-R1A act = 0
  HTR5A inv ctr = 5

(further entries)
item | SMILES | HTR5A ag | V-ATPase pH | PKA-R2B activ | Arr AP2 block | DAGLB inhibitor
11 | COc1ccc(CC(=O)N2CCCc3ccccc32)cc1OC | -2 | 2 | -4 | 2 | 0
12 | O=C(Nc1ccc(S(=O)(=O)Nc2ncccn2)cc1)c1ccc(Br)o1 | -3 | -1 | -2 | 4 | 0
13 | Cc1cc2nc(/C=C/c3cccnc3)[nH]c2cc1C | 6 | 0 | -3 | -13 | 1
14 | O=C(O)CCCN1C(=O)C2C3CCC(O3)C2C1=O (configuration not stated) | 0 | -2 | -5 | -11 | -1
15 | CC(C)C(NC(=O)c1ccc(C(C)(C)C)cc1)C(=O)O (configuration not stated) | -1 | -3 | -2 | -2 | 1
16 | Cn1c(=O)cc(OCC(=O)NC2CCCCC2)c2ccccc21 | -3 | -7 | -8 | 30 | 2
17 | O=C(OCc1cn(-c2ccc(Cl)cc2)nn1)c1ccccc1 | 5 | 4 | -6 | 4 | -12
18 | CCCc1cc(=O)[nH]c2nnc(SCC(=O)Nc3cc(C)on3)n12 | 0 | 5 | 2 | -8 | 1
19 | CCN(C(=O)COC(=O)CSc1ccc(C)cc1C)c1c(N)n(Cc2ccccc2)c(=O)[nH]c1=O | 7 | -1 | -5 | -9 | 0
20 | O=C(NCCc1ccccc1)C(=O)NN=C1CCCC1 | 2 | 3 | 3 | -6 | 0

item | DSG3 Ab inh | MOR-DOR ag | OPRM1-OPRD1 inv | PKA-R1A act | HTR5A inv ctr
11 | 119 | 2.7 | -16 | -16 | 17
12 | 104 | -3.1 | 16 | 1 | 2
13 | 113 | 2.5 | -12 | -15 | -20
14 | 109 | -3.4 | 18 | -10 | 13
15 | 100 | -2.9 | 13 | 11 | 3
16 | 96 | -1.4 | 7 | -3 | -10
17 | 99 | 4.4 | -23 | -1 | -11
18 | 98 | -1.4 | 9 | 5 | 1
19 | 104 | -1.4 | 7 | -11 | -24
20 | 109 | -1.6 | 10 | 14 | 11

Next section
item | SMILES | HTR5A ag | V-ATPase pH | PKA-R2B activ | Arr AP2 block | DAGLB inhibitor
21 | CCC(C)NC(=O)c1ccccc1NC(=O)Nc1ccccc1 (configuration not stated) | 0 | -2 | -9 | 1 | 1
22 | O=C(COC(=O)c1ccc(Br)cc1)NCc1ccccc1 | 0 | -2 | 2 | -6 | -5
23 | O=C(CCc1cccc(Cl)c1)N1CCCC(Nc2ccccc2)C1 (configuration not stated) | -2 | -4 | -6 | 10 | -3
24 | O=S(=O)(NCc1ccccn1)c1ccc(Cl)c(C(F)(F)F)c1 | -1 | -2 | -5 | -8 | -3
25 | Cn1c(=O)oc2cc(S(=O)(=O)N3CCC(C(=O)N4CCc5ccccc5C4)CC3)ccc21 | 4 | -1 | -3 | 1 | -2
26 | COC(CN(C)C(=O)c1ccc(CS(=O)(=O)c2ccccc2C)o1)OC | -2 | 2 | -2 | -3 | -3
27 | Cc1ccc(OCc2nnc(-c3ccc(Cl)cc3)o2)cc1 | -2 | 1 | 5 | 13 | -29
28 | Cc1ccc(OCCNC(=O)c2ccccc2F)cc1 | -2 | 3 | 4 | 3 | -4
29 | O=C(O)c1sccc1SCc1ccc(Cl)cc1Cl | -1 | 4 | 23* | 2 | 7
30 | COc1ccc(F)cc1S(=O)(=O)Nc1ccc2c(c1)OCCO2 | -6 | 5 | -3 | 0 | 1

item | DSG3 Ab inh | MOR-DOR ag | OPRM1-OPRD1 inv | PKA-R1A act | HTR5A inv ctr
21 | 107 | -1.7 | 8 | -7 | 18
22 | 105 | -1.2 | 5 | -8 | -4
23 | 110 | 1.6 | -8 | -9 | 8
24 | 96 | 0.9 | -4 | 4 | -8
25 | 105 | 0.8 | -4 | -4 | -10
26 | 93 | -3.1 | 14 | 8 | 8
27 | 104 | 5.4 | -27 | 1 | 2
28 | 109 | -2.8 | 13 | -8 | 5
29 | 97 | -2.1 | 13 | 10 | 3
30 | 107 | -1.4 | 7 | -5 | 16

A second format for five compounds above:
Sequence of screens – HTR5A ag, V-ATPase pH, PKA-R2B activ, Arr AP2 block, DAGLB inhibitor, DSG3 Ab inh, MOR-DOR ag, OPRM1-OPRD1 inv, PKA-R1A act, HTR5A inv ctr
23: O=C(CCc1cccc(Cl)c1)N1CCCC(Nc2ccccc2)C1 (configuration not stated)
→ -2, -4, -6, 10, -3, 110, 1.6, -8, -9, 8
30: COc1ccc(F)cc1S(=O)(=O)Nc1ccc2c(c1)OCCO2
→ -6, 5, -3, 0, 1, 107, -1.4, 7, -5, 16
24: O=S(=O)(NCc1ccccn1)c1ccc(Cl)c(C(F)(F)F)c1
→ -1, -2, -5, -8, -3, 96, 0.9, -4, 4, -8
29: O=C(O)c1sccc1SCc1ccc(Cl)cc1Cl
→ -1, 4, 23*, 2, 7, 97, -2.1, 13, 10, 3
22: O=C(COC(=O)c1ccc(Br)cc1)NCc1ccccc1
→ 0, -2, 2, -6, -5, 105, -1.2, 5, -8, -4

Next section.
item | SMILES | HTR5A ag | V-ATPase pH | PKA-R2B activ | Arr AP2 block | DAGLB inhibitor
31 | O=C(N/N=C/c1ccncc1)c1ccccc1OCc1ccc(Br)cc1 | -1 | -4 | 1 | -3 | -1
32 | COc1cc(OC)c2c(-c3ccccc3)cc(=O)oc2c1C(CCN1CCCC(C)C1)c1ccc2c(c1)OCO2 (configuration not stated) | 15 | -4 | -2 | 5 | 0
33 | Nc1ccc(S(=O)(=O)Nc2nccc(/C=C/c3ccc(Cl)cc3Cl)n2)cc1 | 2 | 0 | -4 | 1 | 5
34 | CC(C)[C@H](NS(=O)(=O)/C=C/c1ccccc1)C(=O)OCC(=O)NC(N)=O | 2 | 0 | 2 | 35 | 0
35 | Cc1cc(C(=O)NNC(=O)CCCCC(=O)NNC(=O)c2cc(C)[nH]n2)n[nH]1 | 2 | 3 | 3 | 42 | 1
36 | CCCn1c(C)cc(/C=C(\C#N)C(=O)OCC(=O)NC(=O)NC(C)(C)C)c1C | -3 | 1 | -5 | 6 | 2
37 | COc1ccc(NC(=O)c2ccc3snnc3c2)cc1 | -5 | -1 | 6 | -5 | -3
38 | COc1ccc(OC)c(CNC(=O)c2coc(=O)c3ccccc23)c1 | -4 | -1 | -7 | -10 | 0
39 | NC(=O)CN1CCN(c2ccccc2F)CC1 | 2 | -2 | -3 | 25 | -5
40 | CCCCNC(=O)CSc1nnc(Cc2ccccc2)n1CC1CCCO1 (configuration not stated) | -3 | -1 | -2 | -1 | 0
41 | COc1cnn(-c2ccccc2)c(=O)c1SCc1ccc(Cl)c(Cl)c1 | -5 | 0 | -8 | 13 | -5
42 | COc1cccc(/C=C/C(=O)OCC(=O)NCc2ccco2)c1 | 1 | -3 | -2 | 4 | 1
43 | CCc1c(C(=O)NCCc2cccc(C)c2)[nH]c(C)c1C(C)=O | 4 | -2 | -2 | -4 | -1

item | DSG3 Ab inh | MOR-DOR ag | OPRM1-OPRD1 inv | PKA-R1A act | HTR5A inv ctr
31 | 102 | 0.3 | -2 | -3 | 3
32 | 105 | -1.1 | 6 | -4 | -44
33 | 93 | -0.7 | 3 | 3 | -7
34 | 91 | -2.4 | 12 | 7 | 5
35 | 124 | 0.1 | -1 | -12 | -38
36 | 92 | -0.4 | 2 | 6 | 8
37 | 101 | -2.7 | 16 | 1 | 14
38 | 115 | -2.4 | 12 | -9 | 11
39 | / | -2.5 | 11 | 0 | -6
40 | 108 | -1.5 | 7 | 1 | 7
41 | 91 | -1.3 | 7 | -12 | -9
42 | 99 | -1.6 | 8 | -3 | -3
43 | 107 | 0.4 | -2 | -5 | -16
